Screening data from PubChem.
TSHR antagonist: blocks TSH signaling through the human TSH receptor. P16473. TSHR-expressing cells, TSH-stimulated cAMP HTRF, 2 h; hits give low values. activity change, negative = inhibition, % at 11.5 µM. actives 0.2% (n = 330,000). AID 504810;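 active = activity change below a set negative limit, meaning inhibition stronger than a set level, cut at about -70% in these data; inconclusive = activity change between two set negative limits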; note: % is set by controls: 0 for no effect and ±100 for the full control effect
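Read-out is FRET at 665 nm (cryptate excitation 337 nm) from a cryptate-tagged anti-cAMP antibody, competed by cell cAMP against cAMP-d2. Compounds are tested on freshly harvested TSHR cells challenged with 4nM TSH (EC80) for 2 hours at 37 deg C.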
BCR signal inh: inhibitors of chronic active B-cell receptor signaling | ABC-DLBCL IkBa-CBG/CBR reporter, luminescence ratio, 4 h | actives 0.05% (n = 340,000) | Potency, µM (series often up to 46.1 µM), without a hit: at the highest dose ratio change, negative = lower green/red ratio, most hits filed as inhibitors | AID 493014; active = well fitted inhibition curve with a large enough effect in the signal ratio, with a control signal flat, not every such curve was filed as active; inconclusive = small, poorly fitted or top-dose-only effect, or effect the other way, or a change in a side signal; the % refers to the signal ratio;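 note: potency is the fitted concentration of half-maximal effect; plate controls were basal doxycycline-induced cells for no effect and cells given 10 µM MG132 for full effect; MG132 reads +100%, hits lower the ratio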
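Cell line TMD8 (human ABC DLBCL), stably expressing tet-inducible CBG68-IkBa fusion and CBR; IMDM/0.5% FBS; cpd up to 46 uM; dox induction, 4 h, 37C/5% CO2; dual luminescence; green/red ratio; MG132 control.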
Giardia killer: Giardia lamblia killing; actives 0.15% (n = 340,000); AID 540267; activity change, % at 7.66 µM, hits read low; Giardia lamblia trophozoite viability; in the data active = activity change below about -80%; inconclusive = between about -30% and that limit;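 note: parasites exposed to compound for two days anaerobically before the ATP read; % is set by controls: 0 for no effect and ±100 for the full control effect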
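Media and compound were dispensed first, then trophozoites at 100 cells/well; plates sat 48 hrs at 37 deg C without oxygen before ATP luminescence reagent was added and read after 15-30 min at room temperature.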
A-T KAP1 phos: potential ataxia-telangiectasia treatment; […] A-T fibroblasts, KAP-1 phosphorylation AlphaLISA; neocarzinostatin DNA damage 30 min before lysis; Potency, µM (titrated, usually from 57.5 µM), for the others: top-dose activation, actives largely listed as activators; actives 0.19% (n = 320,000); AID 485349; note: potency is the fitted concentration of half-maximal effect; % of control where 0% means no effect; nearly all actives have a fitted effect of over 45% in size
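hTERT-immortalized A-T patient fibroblasts ([…]), 500 cells/well in OPTI-MEM, 1% FBS, got compounds for 60 min, then NCS for 30 min at 37C. Lysates were then assayed for phospho-KAP-1 by AlphaLISA (anti-pKAP1 donor, anti-KAP1 acceptor beads), 6 hr at 25C.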
KCNH2 WT inh: KCNH2 (human, wildtype) channel inhibition; U2OS, BacMam KCNH2, thallium flux FluxOr; hits give low values; activity change, % at 1.84 µM; actives 0.37% (n = 340,000); Q12809;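 active = maximum activity change below -70%; inconclusive = maximum activity change between -70% and -50%; inactive = maximum activity change above -50%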; note: % is set by controls: 0 for no effect and ±100 for the full control effect
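U2OS cells were transduced with wild-type KCNH2 virus (2.03 x 10^8 / mL) for 4 h at room temperature, then cultured overnight at 37 C. Thallium flux was read with FluxOr dye. Rate constants were normalized to DMSO controls.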
TCR act: activators of T cell receptors; primary human leukocytes, anti-CD3, IL-2 HTRF, 48 h; AID 504894; 330,000 tested, under 10 active; Potency, µM (highest dose often 9.22 µM), for the others: at the highest dose activation of IL-2 secretion, actives largely listed as activators; note: % of control where 0% means no effect
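IL-2 release read by HTRF sandwich (Eu cryptate donor, d2 acceptor, 665 nm emission) after 48 hr exposure of primary human leukocytes to compound together with anti-CD3 beads in the absence of co-stimulatory signals.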
CXXC DNA block: inhibitors of human MLL CXXC domain-DNA interaction | Q03164 | MLL-CXXC / FITC-HOXA9 DNA fluorescence polarization | Potency, µM (highest dose often 115 µM), for the others: at the highest dose activity change, negative = inhibition, most hits filed as inhibitors | actives 0.037% (n = 290,000) | AID 2662; active = well fitted inhibition curve with a large enough effect in the polarisation, with a control signal flat, not every such curve was filed as active; inconclusive = small, poorly fitted or top-dose-only effect, or effect the other way, or a change in a side signal; inactive = no such curve, though single readings can be large or run the other way; the % refers to the polarisation; note: potency is the fitted concentration of half-maximal effect
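Fluorescence polarization: 7 uM MLL-CXXC (stock) preincubated 5 min with compounds, then 50 nM fluorescein-HOX-A9 DNA (stock) added; 30 min ambient. Buffer 50 mM Tris-HCl pH 7.5, 50 mM NaCl, 1 mM DTT, 0.05% BSA.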
Coupling enz: counter-screen for Giardia aldolase inhibitors: coupling enzyme system | coupling enzyme system counterscreen, AmpLite Red fluorescence | activity change, negative = inhibition, % at 58.2 µM, hits read low | actives 0.67% (n = 290,000) | AID 2472; in the data active = activity change below about -30%; note: % is set by controls: 0 for no effect and ±100 for the full control effect
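Compounds tested against the coupling enzymes alone at 57.5 uM final; readout was AmpLite Red fluorescence (525/598 nm) after 20 min at RT.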
Tb PFK inh: blocks T. brucei phosphofructokinase; O15648; Potency, µM (highest dose often 57.5 µM), for the others: at the top dose activity, negative = inhibition, actives largely listed as inhibitors; actives 0.17% (n = 330,000); T. brucei PFK, ADP-Glo luminescence;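 note: potency is the fitted concentration of half-maximal effect; 0% = uninhibited 1x PFK enzyme wells and -100% = no-enzyme wells; nearly all actives have a fitted effect of over 60% in size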
Target sequence (O15648 whole entry, looked up): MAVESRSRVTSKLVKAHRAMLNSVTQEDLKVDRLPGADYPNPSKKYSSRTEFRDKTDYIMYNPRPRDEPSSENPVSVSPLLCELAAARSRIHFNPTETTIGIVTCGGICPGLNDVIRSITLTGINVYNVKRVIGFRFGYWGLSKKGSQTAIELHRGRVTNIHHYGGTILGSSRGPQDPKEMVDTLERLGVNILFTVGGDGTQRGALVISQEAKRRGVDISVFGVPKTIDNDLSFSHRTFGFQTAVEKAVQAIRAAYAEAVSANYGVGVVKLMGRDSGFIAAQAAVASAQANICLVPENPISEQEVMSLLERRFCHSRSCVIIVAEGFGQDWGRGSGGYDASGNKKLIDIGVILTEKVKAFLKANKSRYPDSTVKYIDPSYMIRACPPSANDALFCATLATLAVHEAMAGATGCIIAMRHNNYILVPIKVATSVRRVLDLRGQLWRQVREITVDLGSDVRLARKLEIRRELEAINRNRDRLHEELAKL
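PFK 1.25 nM, F6P 0.5 mM, ATP 0.1 mM, 0.1 M TEA pH 8.0, 5 mM MgCl2, 0.01% Tween20, 0.1% BSA; 45 min RT. ADP-Glo readout. qHTS titration up to 57 uM; curves fitted, compounds curve-classed.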
GALK inhibitor: inhibitors of human galactokinase; P51570; Purified GALK, Kinase-Glo residual ATP luminescence; Potency, µM (doses to about 57.5 µM), inactives show top-dose activity change, negative = inhibition, hits mostly inhibitors; AID 1868; actives 0.007% (n = 270,000); note: potency is the fitted concentration of half-maximal effect; % is set by controls: 0 for no effect and ±100 for the full control effect
Target sequence (P51570 whole entry, looked up): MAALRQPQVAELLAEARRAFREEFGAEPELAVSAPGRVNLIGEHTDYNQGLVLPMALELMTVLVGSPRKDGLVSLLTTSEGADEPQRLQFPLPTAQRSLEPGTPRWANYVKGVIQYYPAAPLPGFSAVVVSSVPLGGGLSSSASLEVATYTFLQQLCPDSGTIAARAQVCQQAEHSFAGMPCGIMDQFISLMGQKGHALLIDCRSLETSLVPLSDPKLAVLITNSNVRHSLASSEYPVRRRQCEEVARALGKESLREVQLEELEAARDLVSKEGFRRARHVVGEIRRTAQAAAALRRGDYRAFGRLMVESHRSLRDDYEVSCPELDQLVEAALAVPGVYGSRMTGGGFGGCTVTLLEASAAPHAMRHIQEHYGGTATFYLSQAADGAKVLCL
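The enzyme phosphorylates galactose (100 uM) using ATP (35 uM); inhibition is detected as higher residual ATP, quantified by bioluminescence after 1 h reaction at room temperature, pH 8.0.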
Numbers without * were called inactive; ? = inconclusive; . = no result given; [ ] = dose if it differs, or a comment. Unless noted, calls come from the whole dose curve; as a rule, active = well fitted curve in the direction sought with a large enough effect; inconclusive = small, poorly fitted or top-dose-only effect, or another doubt; inactive = no such curve, though single readings can be large; an effect the other way counts as inactive or inconclusive.

SMILES	TSHR antagonist	BCR signal inh	Giardia killer	A-T KAP1 phos	KCNH2 WT inh	TCR act	CXXC DNA block	Coupling enz	Tb PFK inh	GALK inhibitor
COc1ccc(OC)c(CNC(=O)CCSCc2ccc(F)cc2Cl)c1	1	0%	81[activator]	1%	3	6%	28%	1	-5%	3%
Cc1cccc(C(=O)Nc2ccccc2C(=O)OCc2c(C)noc2C)c1	-12	?	-24	8%	6	0%	-4%	.	-2%	0%
O=C(Cc1ccccc1F)NC1CCCN(Cc2ccc(Cl)cc2)C1 (stereo not drawn)	-2	-2%	-8	-1%	2	13%	-3%	1	0%	0%
Cc1cc(C(=O)N2CCN(C(=O)c3ccco3)CC2)ccc1[N+](=O)[O-]	5	9%	21	2%	0	-7%	3%	3	2%	1%
O=C(CN1CCSc2ccccc21)NCCCc1ccccc1	1	20%	10	2%	0	.	5%	1	-2%	-2%
N/C(=N\S(=O)(=O)c1ccccc1)c1ccc([N+](=O)[O-])cc1	-3	3%	9	3%	6	4%[46.1 µM]	11%	-3	-2%	2%
CCn1c(=O)c2sccc2n(Cc2ccccc2)c1=O	9	-6%	37[activator]	-4%	4	-2%	?	0	-13%	0%
CCCNC(=O)c1cc(S(=O)(=O)N2CCCCC2)ccc1N1CCOCC1	3	9%	2	5%	-8	-1%	.	.	-1%	.
COc1cc(C(=O)OCC(=O)Nc2ccc(SC(F)F)cc2)cc(OC)c1OC	-14	?	-3	.	6	1%[46.1 µM]	3%	-10	1%	2%
CN(Cc1cn(-c2ccccc2)nc1-c1cc2ccccc2o1)C(=O)CCC(=O)O	-3	-5%	15	4%	-8	4%	11%	0	-5%	-1%
Cc1ccc2c(c1)c1c(n2C)C(=O)CCC1	-22	9%	-3	12%	-9	1%	6%	-2	2%	3%
O=C(OCC(=O)N1CCC(Cc2ccccc2)CC1)c1cccnc1Cl	-8	-5%	-9	5%	-3	-4%	.	.	-7%	.
O=C(c1ccc([N+](=O)[O-])s1)N1CCN(c2ccccc2)CC1	10	?	?	1%	-1	-1%[46.1 µM]	?	5	0%	-3%
O=C(Cc1cccc2ccccc12)Nc1nc(-c2cccc([N+](=O)[O-])c2)cs1	-19	6%	2	-4%	-2	-2%[46.1 µM]	14%	1	-3%	-6%
CC(C)c1cc(-c2cc(-c3ccccc3)on2)nc(NC2CCCC2)n1	-9	?	-5	19%	-20	9%	5%	2	-2%	-1%
COc1cc(C)c(NC(=O)C(=S)NCCc2ccccc2)cc1C	-15	0%	-2	1%	8	-8%	-13%	4	?	8%
Cc1ccc(S(=O)(=O)N2CCC(C(=O)NCCCOC(C)C)CC2)cc1	-3	-5%	5	-8%	-22	-4%	-14%	4	-4%	2%
CCC(Sc1ncnc2c1c(-c1ccccc1)cn2-c1ccc(OC)cc1)C(=O)OC (stereo not drawn)	-8	8%	3	-4%	1	-1%[46.1 µM]	3%	0	-5%	1%
O=C1CC(c2cccc(O)c2)Oc2ccccc21 (stereo not drawn)	8	-1%	-3	10%	5	-3%	.	.	0%	.
Cc1sc2ncn(CC(=O)NCC(=O)N3CCN(c4ccc(F)cc4)CC3)c(=O)c2c1C	-5	0%	15	0%	-1	1%	1%	4	-6%	5%
Cc1ccc2c(c1)NC(=O)c1cccc([N+](=O)[O-])c1CO2	-3	0%	.	4%	.	.	-1%	3	2%	3%
Cc1ccc(S(=O)(=O)Nc2nc3ccc(S(C)(=O)=O)cc3s2)cc1	-3	5%	-13	-1%	6	4%	-1%	16	-4%	-1%
CCN(CC)C(=O)N1CCc2ccccc21	7	-3%	1	-2%	-3	-5%	0%	-3	0%	2%
O=C(CCl)N(C1CCCC1)C1CCS(=O)(=O)C1 (stereo not drawn)	-2	?	-6	7%	-14	8%	12%	3	0%	12%
CCOc1ccc(C(=O)Nc2ccc(-c3cc4ccccc4oc3=O)c(C)c2)cc1[N+](=O)[O-]	2	-2%	-9	-2%	-6	8%	-1%	4	-2%	1%
SMILES	TSHR antagonist	BCR signal inh	Giardia killer	A-T KAP1 phos	KCNH2 WT inh	TCR act	CXXC DNA block	Coupling enz	Tb PFK inh	GALK inhibitor
CC(C)N1C(=O)C2C(C(=O)NC3CCCCC3)C3C=CC2(O3)C1C(=O)NC1CCCCC1 (stereo not drawn)	-3	-2%	-7	10%	-1	.	-2%	2	1%	-1%
Nc1c(C(=O)Nc2ccc(Br)cc2)sc2nc(-c3ccco3)ccc12	-21	11%	-11	16%	-8	-6%	13%	1	6%	-1%
CN(CCc1ccccn1)S(=O)(=O)c1ccc2c3c(cccc13)C(=O)N2	4	-15%	10	2%	4	-3%	5%	-2	0%	-4%
Cc1ccc(C(=O)OCC(=O)c2c[nH]c3ccccc23)cc1NC(=O)c1ccco1	-11	?	-6	2%	5	-12%	?	-3	1%	0%
COc1ccccc1N1CCN(C(=O)c2ccc(N3CCCC3=O)cc2)CC1	1	-13%	0	.	-2	9%[46.1 µM]	0%	4	-5%	-3%
COc1cc(/C=C(/NC(=O)c2ccccc2)C(=O)Nc2cccc(O)c2)c([N+](=O)[O-])cc1OC	-10	-23%	5	-2%	11	3%	4%	0	0%	0%
CCCc1cc(=O)[nH]c(SCC(=O)c2cc(C)n(C)c2C)n1	-4	-20%	5	.	6	5%	-1%	7	1%	2%
COCCNC(=O)c1sc2ncn(CC(=O)Nc3ccc(C)c(Cl)c3)c(=O)c2c1C	6	2%	0	0%	1	8%	21%	3	-2%	-1%
Cc1ccc(S(=O)(=O)Oc2ccc(C3C4=C(CCCC4=O)OC4=C3C(=O)CCC4)cc2)cc1	-20	0%	-5	2%	22	4%	-3%	.	1%	0%
CN(C(=O)c1cc(-c2ccccc2)on1)C1CCCCC1	-1	?	12	-6%	-7	4%	1%	-2	-9%	6%
COc1cc(-c2noc(C)c2C(=O)NCCO)cc(OC)c1OC	1	-1%	2	10%	3	0%	20%	4	-4%	.
O=C(c1ccco1)N1CCN(C(=O)c2ccc(COc3ccc(F)cc3)o2)CC1	-10	8%	-3	3%	11	-1%	-15%	0	-4%	0%
COc1ccc(N2CCN(C(=O)C3CCN(S(=O)(=O)c4c(C)noc4/C=C/N(C)C)CC3)CC2)cc1	0	7%	5	-15%	1	4%	-1%	.	1%	-6%
CC1Cc2nc(SCC(=O)N3CCCc4ccccc43)n(C)c(=O)c2S1 (stereo not drawn)	-3	?	24	7%	-7	-6%[46.1 µM]	3%	3	7%	3%
CCCCn1c(N)c(N(CC(C)C)C(=O)c2ccc(Br)s2)c(=O)[nH]c1=O	1	0%	-13	1%	5	-49%	-3%	4	17%	-2%
CCNc1nc(NCC)n2c(SCC(=O)c3ccc(C(C)C)cc3)nnc2n1	-5	5%	-6	1%	16	9%[46.1 µM]	4%	-1	0%	1%
C=CCn1c(O)c(C(CC)=NCCN2CCOCC2)c(=O)[nH]c1=O	-14	1%	0	8%	0	6%	-8%	0	-2%	2%
O=C(Nc1ccc(OC(F)(F)F)cc1)c1[nH]ncc1[N+](=O)[O-]	-9	?	9	3%	-7	9%	-1%	0	6%	-1%
O=C1Nc2cccnc2Sc2ccccc21	28	5%	-11	-1%	1	-5%	22%	-5	-1%	-1%
O=C(N/N=C/c1ccsc1)c1cc(O)cc(O)c1	16	-21%	13	-5%	-8	2%	6%	0	-4%	-2%
OC(COc1ccc2ccccc2c1Br)Cn1ccnc1 (stereo not drawn)	-8	3%	12	4%	0	4%	15%	1	1%	-2%
CC(=O)NCCC(=O)Nc1sc2c(c1-c1nc3ccccc3[nH]1)CCCC2	-19	15%	7	-2%	-11	11%	93%[activator]	-1	1%	-3%
O=c1[nH]nc(SCc2ccccc2)n1C1CC2C=CC1C2 (stereo not drawn)	2	?	21	7%	-8	-2%	-13%	5	3%	1%
CN(C)C(CNC(=O)CCc1c[nH]c2ccccc12)c1ccccc1 (stereo not drawn)	4	5%	2	-1%	20	3%	2%	3	-5%	4%
CC1CN(C(=O)COC(=O)c2ccc(O)cc2)CC(C)O1 (stereo not drawn)	-15	10%	-3	5%	-4	1%	-2%	-1	1%	-1%
O=C(NN=C1CCN(Cc2ccccc2)CC1)c1cc2ccccc2cc1O	-8	1%	-4	-10%	2	-2%[46.1 µM]	-6%	-13	5%	0%
CC1CCCN(S(=O)(=O)c2ccc(S(=O)(=O)N3CCCN(Cc4ccccc4)C3)cc2)C1 (stereo not drawn)	-10	1%	-2	7%	-3	.	-1%	0	1%	2%
O=C(O)Cn1c(SCCOc2ccccc2F)nc2ccccc21	4	14%	14	-2%	4	2%	7%	5	1%	-1%
COc1cccc2sc(N(CCCN(C)C)C(=O)COc3ccc(Cl)cc3)nc12	1	?	-23	0%	-20	-11%	11%	0	1%	0%
